Lamin A splicing: modulators of lamin A splicing. Potency, µM (top dose mostly 46.1 µM), for the others: at the top dose ratio change, negative = inhibition, usual class: inhibitors. HeLa LMNA splicing GFP/RFP minigene ratio, 48 h. AID 1487. 200,000 tested, 0.01% active; active = well fitted inhibition curve with a large enough effect in the signal ratio, with a control signal flat, not every such curve was filed as active; inconclusive = small, poorly fitted or top-dose-only effect, or effect the other way, or a change in a side signal; the % refers to the signal ratio; also: potency is read from the fitted curve at half-maximal effect; % is scaled to controls: 0 for no effect and ±100 for the full control effect
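S3 HeLa stable clones carrying a lamin A-EGFP splicing minigene plus DsRed2 were seeded at 600 cells/well in Opti-MEM with 2% FBS, pin-dosed and incubated 48 h at 37°C. Acumen cytometry (488 nm) gave the GFP/RFP total-intensity ratio.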
HTT aggregate: mutant huntingtin aggregation inhibition; PC12 HttQ103-GFP aggregates, Acumen cytometry, 40 h; Potency, µM (titrated, usually from 46.1 µM), without a hit: at the top dose activity change, negative = inhibition, usual class: inhibitors; 220,000 tested, 1.1% active; AID 1688; also: potency is read from the fitted curve at half-maximal effect; % is scaled to controls: 0 for no effect and ±100 for the full control effect; nearly all actives have a fitted effect of over 60% in size
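PC12 cells with ecdysone-inducible HTT exon1 Q103-GFP, induced by 100 nM tebufenozide, given compounds in a concentration series. GFP aggregates (1–25 um, 6 SD above background) counted in lysates by laser-scanning cytometry, 488 nm excitation.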
GAA glycogen: GAA glycogen-cleavage inhibition or activation; P10253; recombinant GAA, glycogen substrate, Amplex Red glucose oxidase fluorescence; 300,000 tested, 0.38% active; AID 2100; Potency, µM (highest dose often 76.4 µM), inactives show at the top dose activity change, negative = inhibition, usual class: inhibitors;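 also: potency is read from the fitted curve at half-maximal effect; 0% = full enzyme reaction and -100% = no-enzyme basal signal; the screen sought inhibitors and activators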
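Recombinant human alpha-glucosidase (4 nM final) hydrolysed bovine liver glycogen (30 ug) for 40 min at 37 C in pH 5.0 citrate/phosphate with 0.01% Tween-20. Released glucose detected by glucose oxidase/Amplex Red, Ex 573/Em 610 nm. Compounds up to 77 uM; AC50 from Hill fits.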
CBFb-RUNX1 inh: inhibitors of human CBF-beta and RUNX1 interaction. Q01196+Q13951. Potency, µM (highest dose often 59.8 µM), inactives show at the highest dose activity, negative = inhibition, usual class: inhibitors. AlphaScreen CBFb-His/RUNX1-biotin binding, biochemical. 230,000 tested, under 10 active; also: % of control where 0% means no effect
Target sequence (Q01196 whole entry, looked up): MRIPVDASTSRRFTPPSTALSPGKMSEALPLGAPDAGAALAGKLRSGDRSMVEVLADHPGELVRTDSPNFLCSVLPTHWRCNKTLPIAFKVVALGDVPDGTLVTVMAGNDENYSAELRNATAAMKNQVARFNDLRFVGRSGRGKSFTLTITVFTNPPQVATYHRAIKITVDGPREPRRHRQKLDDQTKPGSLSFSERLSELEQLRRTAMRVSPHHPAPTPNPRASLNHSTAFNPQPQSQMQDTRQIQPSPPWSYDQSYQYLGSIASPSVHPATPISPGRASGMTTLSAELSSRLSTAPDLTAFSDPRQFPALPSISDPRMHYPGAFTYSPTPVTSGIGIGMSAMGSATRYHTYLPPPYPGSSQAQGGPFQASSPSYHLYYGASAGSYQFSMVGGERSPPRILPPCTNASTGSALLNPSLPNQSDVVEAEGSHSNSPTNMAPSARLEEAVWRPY
Target sequence (Q13951 whole entry, looked up): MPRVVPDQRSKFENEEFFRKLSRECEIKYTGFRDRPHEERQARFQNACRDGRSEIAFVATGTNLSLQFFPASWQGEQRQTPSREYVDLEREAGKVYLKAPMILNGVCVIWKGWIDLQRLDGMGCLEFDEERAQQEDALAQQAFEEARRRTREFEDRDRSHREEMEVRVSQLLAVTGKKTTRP
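His-tagged CBF-beta and biotinylated RUNX1 (30 nM each) were premixed 20 min at room temperature, exposed to compound for 15 min, then given nickel-chelate and streptavidin AlphaScreen beads (50 ng each). After 90 min, AlphaScreen signal was read.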
GAA spleen mod: inhibitors or activators of human alpha-glucosidase in spleen homogenate | P10253 | human spleen homogenate, 4-MU-alpha-glucoside fluorescence | Potency, µM (top dose mostly 79.9 µM), for inactives: at the highest dose activity change, negative = inhibition, usual class: inhibitors | 240,000 tested, 0.006% active;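 also: potency is read from the fitted curve at half-maximal effect; 0% = enzyme with vehicle and -100% = no enzyme basal signal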
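AC50 values come from Hill-equation fits of concentration-response data, normalized to no-enzyme and full-activity controls. Enzyme source: 1 ug human spleen homogenate; 1 mM fluorogenic 4-MU glucoside, pH 5.0 citrate buffer, 37 C, 40 min.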
GAA inh: alpha-glucosidase (human) inhibition; P10253; purified human GAA, 4-MU-alpha-glucoside fluorescence; Potency, µM (highest dose often 76.9 µM), for inactives: at the highest dose activity change, negative = inhibition, hits mostly inhibitors; 200,000 tested, 0.005% active;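 also: potency is read from the fitted curve at half-maximal effect; plate controls were uninhibited enzyme wells for no effect and no-enzyme background for full effect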
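Fluorescence at Ex 365/Em 440 nm from 4-methylumbelliferone reported enzyme activity after 20 min at room temperature. Reactions used 4 nM enzyme and 400 uM substrate at pH 5.0; curves fitted with the Hill equation.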
HTT ATP protect: cytoprotection in Huntington HTT-Q103 PC12 cell model; PC12 HTT-Q103 induced, cytoprotection, ATP luminescence, 40 h; Potency, µM (doses to about 56.4 µM), inactives show cytoprotection (ATP increase), hits mostly activators; 230,000 tested, 0.14% active; AID 1471;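 also: potency is read from the fitted curve at half-maximal effect; % of control where 0% means no effect; nearly all actives have a fitted effect of over 45% in size; toxic huntingtin expression switched on by the ecdysone agonist tebufenozide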
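ATP quantification (ATPlite) reports survival of PC12 cells in which tebufenozide, 100 nM final, switches on Htt exon 1 with 103 glutamines linked to GFP; compounds are titrated.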
Active calls of the source: *; ? = inconclusive; / = no result given; & = joins results of further samples; [ ] = remark or other dose. Unless noted, calls follow the shape of the dose curve; as a rule, active = well fitted curve in the direction sought with a large enough effect; inconclusive = small, poorly fitted or top-dose-only effect, or another doubt; inactive = no such curve, though single readings can be large; an effect the other way counts as inactive or inconclusive.

SMILES	Lamin A splicing	HTT aggregate	GAA glycogen	CBFb-RUNX1 inh	GAA spleen mod	GAA inh	HTT ATP protect
CC(C)C(=O)Nc1ccc(C(=O)NNC(=O)c2cccs2)cc1	-9%	16%	-1%	-2%	-6%	7%	3%[10 µM]
CCOC(=O)c1ccc(NC(=O)Nc2c(C)nn(C)c2C)cc1	5%	3%	-4%	8%	3%	-6%	-15%[1.9 µM]
Cc1csc(Sc2nc3c(c(=O)[nH]c(=O)n3C)n2CCCc2ccccc2)n1	?	8%	9%	11%	-5%	4%	0%
Cc1cccc(C(=O)NN2S(=O)(=O)c3ccccc3S2(=O)=O)c1	-6%[9.22 µM]	-15%	2%	3%	0%	-4%	-12%
COc1ccccc1NC(=O)CCN1CC(C)OC(C)C1 (stereo not drawn)	-14%	-8%	7%	-6%	-5%	2%	-12%[10 µM]
CCn1nnc(NC(=O)c2ccc(-c3ccc(Cl)cc3)o2)n1	?	4%	2%	1%	-4%	-6%	9%[10 µM]
Cc1ccn2c(CNCC3OCCc4ccccc43)c(C(=O)N3CCCCCC3)nc2c1 (stereo not drawn)	/	0%[9.22 µM]	-8%	-3%	-6%	/	2%[10 µM]
CC1(C)CC(=NOC(=O)c2ccccc2)CC(C)(C)N1	10%	1%	3%	1%	-10%	1%[15.4 µM]	-10%
Nc1nc(Sc2ccc([N+](=O)[O-])cc2[N+](=O)[O-])n[nH]1	/	3%[9.22 µM]	4%	4%	0%	/	14%[10 µM]
COc1cc(C(Nc2ccc3c(c2)OCO3)C(=O)NC2CCCCC2)cc(OC)c1OC (stereo not drawn)	1%	-16%	-18%	-5%	5%	-5%	-16%
Cc1ccc(Cl)cc1NC(=O)COC(=O)C1CCCCC1	14%	15%[9.22 µM]	3%	3%	4%	-3%	-19%
Cc1nc(CS(=O)c2ccccc2)cc(N2CCOCC2)n1 (stereo not drawn)	3%	0%	-12%	-1%	-8%	5%	?
O=C(CN1CCCCC1)Nc1cccc(Oc2ccccc2)c1	16%	-6%	0%	1%	-3%	-21%	-17%
Cc1ccc(C(=O)NCC2CCCO2)cc1[N+](=O)[O-] (stereo not drawn)	-7%	-13%	7%	11%	-4%	0%	9%[10 µM]
Cc1ccc(-c2cc(C(F)(F)F)c(C#N)c(=O)[nH]2)cc1	-6%	0%	-2%	?	?	-2%	8%[10 µM]
Cc1ccccc1-c1cc(Nc2ccccc2)ncn1	?	/	/	/	-13%	/	?
COc1cccc(OC)c1C(=O)NNC(=O)c1ccc(F)cc1	?	7%[9.22 µM]	10%	-7%	0%	1%	26%[10 µM]
O=C(C1CCCN(S(=O)(=O)c2cccc3nsnc23)C1)N1CCc2ccccc2C1 (stereo not drawn)	?	-13%	-4%	-13%	-4%	5%	-6%
CCN1CCN(C(=S)Nc2cc(S(=O)(=O)N(CC)CC)ccc2C)CC1	/	-19%	0%	8%	4%	1%	?
COc1ccc(CCNC(=O)c2cnn3cccnc23)cc1OC	-9%	-20%	-25%	9%	-7%	-3%	-13%[10 µM]

The list goes on, overlapping the part above by 4 compounds.
SMILES	Lamin A splicing	HTT aggregate	GAA glycogen	CBFb-RUNX1 inh	GAA spleen mod	GAA inh	HTT ATP protect
COc1cccc(OC)c1C(=O)NNC(=O)c1ccc(F)cc1	?	7%[9.22 µM]	10%	-7%	0%	1%	26%[10 µM]
O=C(C1CCCN(S(=O)(=O)c2cccc3nsnc23)C1)N1CCc2ccccc2C1 (stereo not drawn)	?	-13%	-4%	-13%	-4%	5%	-6%
CCN1CCN(C(=S)Nc2cc(S(=O)(=O)N(CC)CC)ccc2C)CC1	/	-19%	0%	8%	4%	1%	?
COc1ccc(CCNC(=O)c2cnn3cccnc23)cc1OC	-9%	-20%	-25%	9%	-7%	-3%	-13%[10 µM]
Cc1ccc(CNC(=O)c2nnc(Cc3ccc(Cl)cc3)o2)cc1	/	1%[9.22 µM]	0%	13%	1%	/	11%[10 µM]
CCn1ncc(/C=N\NC(=O)Cc2ccc([N+](=O)[O-])cc2)c1C	?	-6%	0%	-2%	-21%	-6%	/
CCCCCCn1c(SCCCC)nc2c1c(=O)[nH]c(=O)n2C	22%	-9%	1%	4%	-5%	-2%	7%[1.9 µM]
Cc1cc(NC(=O)c2ccc(C)s2)n(-c2nc3ccccc3[nH]2)n1	13%	-1%	9%	5%	0%	4%	/
O=C1CCCCCN1Cc1nnc(SCc2nc3ccccc3s2)n1-c1ccccn1	?	0%	-6%	-1%	-3%	-9%	-3%
O=C(NCC(=O)N(c1cccnc1)C(C(=O)NC1CCCC1)c1ccco1)c1cccs1 (stereo not drawn)	3%	17%	13%	-1%	1%	-4%	-18%[10 µM]
O=C(c1cccnc1)N1N=C(C2CC2)CC1(O)C(F)(F)F (stereo not drawn)	?	?	4%	12%	2%	-1%[15.4 µM]	?
OC12CCCCC1C(c1ccc3c(c1)OCO3)N(Cc1ccccc1F)CC2 (stereo not drawn)	2%	-1%	7%	-5%	6%	-11%	-7%
Cc1ccc(NCC(=O)N/N=C\c2ccc([N+](=O)[O-])o2)cc1	?	?	?	-3%	-20%	-12%	-43%[inhibitor]
Cc1noc(C)c1COC(=O)c1cc2ccccc2cc1O	-18%	-30%	-8%	8%	-7%	1%	-5%
O=C(CN1CCN(c2ccc(F)cc2)CC1)c1cccs1	/	-14%[9.22 µM]	-10%	-3%	-1%	/	-13%[10 µM]
CCN1CCN(c2nc3c(c(=O)[nH]c(=O)n3C)n2CCSc2nc3ccccc3s2)CC1	-6%	18%	4%	-13%	6%	5%[15.4 µM]	-25%
Cc1ccccc1-n1nnc2c(=O)oc3ccccc3c21	?	13%	8%	4%	-3%	-5%	9%[10 µM]
Cc1ccc2cc(CCNC(=O)c3cc4ccccc4o3)c(=O)[nH]c2c1C	15%[9.22 µM]	?	4%	8%	-13%	1%	-27%
S=C(NCCc1ccccc1)NC1CCCCCC1	?	-30%	-2%	-8%	-8%	1%	27%[10 µM]
CCOC(=O)C1CCN(C(=O)C2c3ccccc3C(=O)N(C)C2c2ccc(OC)cc2)CC1 (stereo not drawn)	7%	-2%	-9%	5%	-2%	-2%	13%[1.9 µM]
Cc1ccccc1C(=O)c1cccn1CC(=O)N1CCCCCC1	?	-22%	-6%	3%	4%	?	-29%
O=c1c(Cc2ccccc2)c(O)nc2n1CCCS2	2%	-12%	12%	1%	1%	0%	4%
COC(=O)CC#N	/	/	/	16%[21.7 µM]	10%	/	8%
Cc1cccc(NC(=O)C2CCN(S(=O)(=O)c3cccc4cccnc34)CC2)c1	-10%	-9%	-6%	-5%	-2%	-3%[15.4 µM]	-13%
O=C(CSc1nc(O)cc(=O)n1-c1ccccc1)Nc1ccccn1	/	-1%	0%	-25%	-10%	5%	?
Clc1ccc(C=NC23CN4CN(CN(C4)C2)C3)cc1	12%	?	8%	5%	-2%	-3%	-5%
Cc1ccc(-c2nn(-c3ccccc3)cc2NC(=O)c2ccccc2)cc1	?	-18%	8%	12%	3%	-12%	-23%[10 µM]
CC(=O)Nc1cccc(-c2cc(-c3c(Cl)cccc3Cl)no2)c1	/	16%[9.22 µM]	0%	3%	3%	/	-4%[10 µM]
Cc1ccc(N(CN2C(=O)c3ccccc3C2=O)C(=O)c2ccc([N+](=O)[O-])cc2[N+](=O)[O-])cc1	-3%	-22%	2%	-26%	1%	-5%	0%[10 µM]
O=C(CCCO)N/N=C/c1cc(Br)ccc1O	?	7.9µM*	4%	?	9%	14%	/
CC(=O)Nc1cccc(NC(C)=O)n1	0%	-9%[9.22 µM]	-1%&-1%	12%&6%	-13%&4%	-3%&1%	-1%&-32%[10 µM]
CCOC(=O)C1CCCN(C(=O)c2cc(=O)c3ccccc3o2)C1 (stereo not drawn)	12%	-14%	-3%	8%	-3%	-1%	-30%[10 µM]
S=C(NCc1ccncc1)Nc1ccc(Cl)cc1	?	15%	10%	-1%	-4%	-1%	27%[10 µM]
COc1cc2[nH]c(=S)nc(NCCc3ccc(S(N)(=O)=O)cc3)c2cc1OC	-12%[46 µM]	17%	-14%	-13%	-10%	-6%	-11%[10 µM]
Cc1cc(C(=O)N2CCN(C/C=C/c3ccccc3)CC2)no1	-10%	-2%	12%	6%	-1%	-4%	3%[10 µM]
CCC(C)NC(=O)c1c(N)n(/N=C/c2cccnc2)c2nc3ccccc3nc12 (stereo not drawn)	0%	-8%	4%	12%	1%	0%	-10%[0.074 µM]
O=C(NCc1ccccc1Cl)C(=O)NCC1OCCN1S(=O)(=O)c1cccs1 (stereo not drawn)	-14%[46 µM]	23%	-7%	12%	7%	-4%	14%[10 µM]
CCOC(=O)c1c(C)nc2c(c1-c1ccccc1)C(=O)CCC2	4%	2%	2%	-3%	-9%	-6%	1%
CCCN(CC(=O)Nc1ccccc1Br)CC(=O)Nc1ccc(F)c(F)c1F	-26%	4%	-4%	12%	0%	7%	3%[10 µM]
N#CCC(=O)NNC(=S)Nc1ccccc1C(F)(F)F	/	?	?	3%	1%	4%	-12%
Cc1cc(C)c(C(=O)COC(=O)c2cccc(S(=O)(=O)NCc3ccccc3)c2)cc1C	-17%	-16%	-1%	27%	3%	-6%	18%[10 µM]
Cn1nc(C(F)(F)F)c(-c2cccc(C(F)(F)F)c2)c1NC(=O)c1nccnc1C(=O)O	/	9%[9.22 µM]	2%	5%	1%	/	-5%[10 µM]
Cc1cc(N2CCN(C(=O)c3ccco3)CC2)n2nc(-c3cccc(Cl)c3)cc2n1	?	?	-7%	2%	6%	-2%	-17%
CCNC(=S)N/N=C/c1sccc1C	/	-9%	?	-1%	1%	4%	0%[10 µM]
CCOC(=O)c1c(C)[nH]c(C=Nc2ccccc2)c1O	10%	5%	4%	5%	0%	1%	0%
Cc1ccc(S(=O)(=O)NC(=O)N2CCCN(Cc3ccc(F)cc3)CC2)cc1	-3%[46 µM]	-6%[9.22 µM]	-8%	13%	10%	1%	4%[10 µM]
N#C/C(C(=O)N1CCCCC1)=C1/N=C(N)c2ccccc21	-10%	-17%	-3%	0%	-2%	0%	-6%[10 µM]
